KKLEB cytotox: cytotoxicity in KKLEB CF airway cells, primary screen, cytotoxicity control for CF NF-kB inhibitor project, cell-based, uHTS, fluorescence assay plates | actives 0.36% (n = 360,000) | KKLEB CF airway cells viability, ATPlite luminescence, overnight; active compounds read low; cells stimulated with P. aeruginosa culture filtrate | activity change (cytotoxicity), % at 5 µM;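 active = corrected activity change at or below -50% at 5 µM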
NR2E3 ag-1: NR2E3 agonists in two-hybrid cells, primary screen, cell-based, luminescence, CHO-S, Gal4-NCOR/VP16-NR2E3; inhibition of corepressor binding, % at 3.98 µM; Photoreceptor-specific nuclear receptor (Homo sapiens), Q9Y5X4; AID 602229, 2012; actives 0.35% (n = 360,000); luciferase;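 active = inhibition above the mean of all tested compounds plus 3 SD, cut at about 70% in these data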;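 also: 0% = DMSO with NR2E3 transfected cells and 100% = cells lacking NR2E3 construct; higher means lower luciferase signal from less NR2E3 corepressor binding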
Target sequence (Q9Y5X4 whole entry, looked up, the tested form may be a part): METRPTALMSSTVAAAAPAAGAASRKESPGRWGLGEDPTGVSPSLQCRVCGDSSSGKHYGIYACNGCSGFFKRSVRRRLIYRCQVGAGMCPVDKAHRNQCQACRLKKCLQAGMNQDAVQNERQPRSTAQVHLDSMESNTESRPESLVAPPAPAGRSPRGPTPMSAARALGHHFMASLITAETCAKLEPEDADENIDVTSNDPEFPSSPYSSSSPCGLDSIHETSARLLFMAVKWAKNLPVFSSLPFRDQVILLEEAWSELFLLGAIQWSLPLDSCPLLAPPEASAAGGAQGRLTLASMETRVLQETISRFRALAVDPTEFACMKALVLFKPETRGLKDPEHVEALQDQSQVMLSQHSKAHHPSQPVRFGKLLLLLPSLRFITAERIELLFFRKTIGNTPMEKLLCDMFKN
MITF TRPM1 inh: inhibitors of MITF-dependent TRPM1 promoter reporter, primary screen, cell-based, SK-MEL-5, single point, luciferase. inhibition, % at 12.5 µM. AID 488899, 2010. SK-MEL-5 TRPM1 promoter luciferase, 24 h. actives 0.83% (n = 330,000);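 active = mean inhibition across replicates of 60% or more, whatever share of single replicates reaches that level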; also: values of inactives mirror those of a sister screen read the other way
CF NFkB block: inhibitors of PAF-induced NF-kB signaling, primary screen, cell-based, GFP fluorescence, uHTS; AID 588850, 2011; KKLEB NF-kB-GFP reporter, GFP fluorescence overnight; actives 0.86% (n = 360,000); inhibition, % at 5 µM;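 active = at least 50% inhibition at 5 µM, scaled per plate between neutral and stimulator controls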;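 also: PAF is a Pseudomonas aeruginosa culture filtrate used as stimulus; plate controls were PAF-stimulated DMSO wells for no effect and unstimulated DMSO wells for full effect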
PDI turbidity: inhibitors of human PDI, primary screen, biochemical, turbidity, single point, plate reader; AID 588391, 2011; PDI insulin aggregation turbidity, A650, 90 min; actives 0.052% (n = 350,000); inhibition, % at 10 µM;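 active = mean inhibition across replicates of 30% or more, whatever share of single replicates reach that level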;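 also: absorbance from insulin aggregation driven by PDI reduction with DTT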
Target sequence (P07237 whole entry, looked up): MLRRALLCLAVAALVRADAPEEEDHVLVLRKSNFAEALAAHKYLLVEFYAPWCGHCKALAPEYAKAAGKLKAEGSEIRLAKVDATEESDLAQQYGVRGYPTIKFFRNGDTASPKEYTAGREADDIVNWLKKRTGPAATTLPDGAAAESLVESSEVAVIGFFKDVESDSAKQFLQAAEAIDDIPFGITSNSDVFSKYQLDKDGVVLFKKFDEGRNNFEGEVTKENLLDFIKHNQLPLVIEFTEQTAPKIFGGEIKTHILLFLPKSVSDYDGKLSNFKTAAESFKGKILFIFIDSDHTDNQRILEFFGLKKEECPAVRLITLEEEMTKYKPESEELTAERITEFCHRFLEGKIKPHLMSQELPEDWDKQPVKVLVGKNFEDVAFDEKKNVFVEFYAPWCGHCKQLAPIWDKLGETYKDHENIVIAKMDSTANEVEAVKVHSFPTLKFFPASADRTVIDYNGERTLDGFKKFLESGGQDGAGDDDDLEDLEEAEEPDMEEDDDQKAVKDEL
Shn3 inh set2: reduction of Shn3 3'UTR firefly luciferase signal, primary screen, Schnurri-3 inhibitor project, cell-based, Clone20 osteoblasts, set 2; Clone20 osteoblast Shn3 3'UTR firefly luciferase, 24 h; actives 0.52% (n = 360,000); inhibition, % at 12.5 µM; AID 588674, 2011;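 active = mean inhibition of at least 75% with every replicate also reaching 75%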;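 also: 0% = median of neutral control wells and 100% = pilot-screen positive control compound; some compounds past the cut are filed as inactive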
Peg3 prom inh: Peg3 promoter-driven luciferase inhibitors, primary screen, cell-based, HeLa, luciferase luminescence; HeLa PEG-Prom luciferase reporter, overnight; inhibition, % at 20 µM; actives 1.7% (n = 360,000);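 active = inhibition of at least 50% at 20 µM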
NR2E3 ag-2: inhibitors of NR2E3-RetCOR corepressor binding, primary screen, NR2E3 agonist project, biochemical, TR-FRET, GST-NR2E3, biotin-RetCOR | 1536-well | inhibition of corepressor binding, % at 4.78 µM | Photoreceptor-specific nuclear receptor (Homo sapiens), Q9Y5X4 | AID 2300, 2010 | actives 0.12% (n = 320,000);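 active = percent inhibition above the cutoff of mean plus 3 SD of all tested compounds, set per screening campaign, cut at about 20% in these data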;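 also: 0% = DMSO wells and 100% = biotin wells as full block of FRET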
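Material: NR2E3–RetCOR corepressor complex / Incubation: Compound–protein incubation for 5 h at 4 °C / Dosing: compound at 4.8 µM, single dose / Detection: time-resolved FRET / Benchmarks: high control biotin, low control 0.6% DMSO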
Vif imaging: HIV Vif self-association inhibitors, primary screen, imaging, HEK293T, single point | HEK293T cells, Vif self-association by quenched fluorescence, 24 h | inhibition, % at 7.49 µM | actives 0.35% (n = 340,000) | AID 602346, 2012; in the data active = inhibition above about 50%, passing the limit was not always enough; also: some results filed as inactive read as strong as hits
CaV13 FRET inh: Primary screen for inhibitors of IQ motif and Ca2+-dependent inactivation inhibitor domain binding in CACNA1D, Förster resonance energy transfer in living cells, …; HEK cells, CFP/YFP FRET ICDI-IQ, plate reader, 10 min; percent FRET-ratio fall versus neutral wells; inhibition, % at 12.3 µM; actives 0.098% (n = 340,000);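 active = mean replicate inhibition of at least 30% and at least 1% of replicates passing that level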;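 also: 0% = median of the neutral control wells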
HIF-2a inh: HIF-2a reporter inhibitors, primary screen, luminescence, 786-0 RCC cells. 786-0 RCC cells HIF-2a reporter, luciferase luminescence, overnight. inhibition, % at 18.8 µM. actives 0.72% (n = 360,000);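 active = inhibition of the luminescence signal of 40% or more relative to plate controls, in a single-dose primary screen at 18.75 µM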
Starred values were filed as active, the others as inactive; x = not tested or not shown.

SMILES | KKLEB cytotox | NR2E3 ag-1 | MITF TRPM1 inh | CF NFkB block | PDI turbidity | Shn3 inh set2 | Peg3 prom inh | NR2E3 ag-2 | Vif imaging | CaV13 FRET inh | HIF-2a inh
Cc1cc(C(=O)Nc2nnc(C(F)(F)F)s2)cs1 | 9.7 | -41.3 | 8.9 | 14.8 | -1.2 | -30.6 | -148.3 | 0.1 | -7.6 | -5.2 | -233.5
CC(=O)Nc1nnc(SCC(=O)N2CCc3ccccc32)s1 | 8.1 | -15.2 | -2.3 | 0.7 | -11.1 | 5.3 | 2.4 | 6.6 | -14.5 | -2.2 | 13.1
COc1ccc(C2=NN(C(=O)CCC(=O)O)C(c3ccccc3)C2)cc1 (configuration not stated) | 2.8 | -9.3 | 6.9 | -2.8 | 6.0 | 0.3 | 6.8 | x | 2.3 | -16.3 | 2.0
CCOC(=O)C1(C)C(=O)CC2c3nc4ccccc4cc3CN2C1=O (configuration not stated) | -3.8 | -0.6 | x | 16.9 | 1.5 | -1.9 | -4.8 | x | 17.7 | -8.7 | 8.1
Cc1ccc(-c2c[n+](CC(=O)c3ccc(Br)cc3)c3n2CCCCC3)cc1 | 2.4 | 0.9 | -13.5 | 3.2 | 10.1 | 42.5 | -1.2 | -0.9 | -3.1 | -1.3 | 12.7
CNC(=O)CN1C(=O)NC2(CCc3ccccc3C2)C1=O (configuration not stated) | -7.4 | -7.8 | 7.1 | 7.7 | -2.1 | 18.5 | 9.5 | 3.5 | -3.8 | 4.1 | 13.2
Cc1ccc(OCC(=O)Nc2ccccc2-c2ccccc2)cc1 | -17.1 | 43.0 | 22.5 | -5.3 | -4.5 | -2.0 | 30.7 | 0.0 | -11.6 | x | 2.8
COc1ccc(N(C(=O)C2COc3ccccc3O2)C(C(=O)NC2CCCCC2)c2ccccc2)cc1OC (configuration not stated) | 7.3 | -11.4 | 17.2 | 9.9 | -3.5 | -0.6 | 26.4 | -2.0 | -1.9 | -4.4 | 17.5
COc1cccc(C=NCCNC(=O)c2nonc2N)c1O | 5.7 | -0.5 | 4.7 | 1.7 | 1.3 | -1.1 | 6.7 | -2.1 | -7.5 | -4.0 | 8.7
CCOC(=O)C1C(=O)OC2(CCCCC2)C1C(=O)OCC (configuration not stated) | -17.1 | 20.1 | -6.1 | -6.7 | -4.9 | -7.4 | -1.1 | 1.0 | -4.6 | -7.5 | 10.9
Cc1ccc(OCC(=O)NCCN2CCCC2)cc1 | 5.0 | 14.0 | -3.8 | -5.4 | 7.7 | 6.1 | 17.2 | 0.9 | 0.5 | -4.3 | 5.3
O=C(c1ccc2c(c1)OCO2)N(c1ccccc1)C1C=CS(=O)(=O)C1 (configuration not stated) | -13.0 | -29.6 | -0.4 | -9.0 | 13.1 | 3.2 | 11.4 | -1.0 | 0.1 | -5.1 | 10.9
COc1ccc(Cl)cc1C(=O)Nc1nc(C)cc(C)n1 | 3.0 | -5.3 | -2.8 | 4.7 | -2.4 | 13.8 | 7.4 | -1.1 | 6.5 | -3.8 | 14.4
COc1ccccc1NS(=O)(=O)c1ccc(N2CCOCC2)c(NC(=O)c2ccco2)c1 | -13.4 | 4.3 | 14.7 | 21.0 | 11.1 | 28.4 | 15.4 | 0.2 | -2.2 | -6.1 | 17.5
CC(/C=C/c1ccccc1)=N\NC(N)=S | 10.5 | 12.2 | -9.3 | -21.7 | -6.9 | -53.8 | -82.2 | 1.1 | -3.4 | -5.4 | -174.5
O=C1NC(=O)/C(=C\c2ccc(Sc3ccc(Cl)cc3)o2)N1 | -3.0 | -13.2 | 9.0 | 6.7 | -4.8 | 10.7 | 13.5 | 3.5 | 2.0 | x | -1.0
O=C(CCc1nc(-c2ccccc2Cl)no1)Nc1cccnc1 | -1.8 | -16.2 | 8.9 | -3.5 | -8.5 | 0.8 | 13.7 | 3.7 | -2.4 | -6.5 | 4.1
CCN(CC(=O)Nc1cc(Cl)ccc1C)C(=O)c1ccc2c(c1)NC(=O)C(C)S2 (configuration not stated) | -13.1 | 17.3 | 1.6 | 6.5 | -5.7 | 7.9 | 17.9 | 1.0 | -10.2 | -3.8 | 13.2
CCOC(=O)N1CCN(C(=O)C2CCCN(S(C)(=O)=O)C2)CC1 (configuration not stated) | 10.1 | -16.3 | -0.9 | -19.2 | 14.2 | -0.1 | 10.0 | 3.1 | -0.7 | -9.3 | 6.3
Cc1ccccc1SCC(=O)NCCCn1ccnc1 | 9.0 | -6.8 | -4.6 | -15.2 | 7.2 | -4.6 | 3.9 | -1.2 | -5.5 | -4.1 | 19.9
O=S(=O)(CC(O)COc1ccc(Br)cc1)c1ccccc1 (configuration not stated) | -6.6 | -1.1 | 1.3 | 14.4 | -1.5 | 4.1 | 11.4 | 6.3 | 1.5 | -2.8 | 1.6
O=C(NCc1ccccc1)c1onc(CSc2ccc(F)cc2)c1C(=O)NCc1ccccc1 | -8.4 | -13.2 | -1.3 | 18.2 | 1.0 | 17.7 | 15.0 | -0.2 | -1.0 | -5.0 | 22.2
COc1ccc(S(=O)(=O)N(C)CC(=O)NCc2ccccc2)cc1OC | 1.5 | -2.8 | 11.4 | -1.4 | 5.1 | 5.6 | 4.8 | -1.0 | 1.6 | -18.1 | 15.4
Cc1cc(C)cc(Nc2cc(C)nc3nc(C)nn23)c1 | 12.3 | -18.6 | -1.8 | -25.4 | x | 8.5 | 13.3 | 0.3 | 7.1 | -5.3 | 12.8
COc1ccccc1N(C)S(=O)(=O)c1ccc(Cl)c(C(=O)Nc2ccccc2N2CCOCC2)c1 | -9.2 | -6.8 | 25.8 | -6.3 | 2.2 | 16.0 | 29.9 | x | -22.7 | -6.7 | 8.1
COc1ccc(Cl)cc1NC(=O)CSc1nnc(-c2ccco2)o1 | -2.4 | 5.2 | 3.3 | 4.4 | 3.1 | -3.0 | -5.5 | -1.5 | x | -6.2 | 14.6
Cc1cccc(OCC(O)CNC(=O)c2ccccc2C(=O)O)c1 (configuration not stated) | 9.7 | -30.9 | -12.5 | 1.7 | -2.6 | 2.4 | 11.1 | -2.4 | x | x | 14.6
C/C(=N\NC(=O)c1n[nH]c2c1CCC2)c1cccs1 | -24.8 | -113.0 | 65.2* | 14.7 | 5.4 | 72.1 | 93.9* | -2.2 | -6.2 | -19.4 | 72.2*
COc1ccc(NC(=O)CC2C(=O)N(c3ccc(OC)cc3)C(=S)N2NC(=O)c2cccc(F)c2)cc1 (configuration not stated) | 12.7 | -17.0 | -0.8 | -13.0 | -4.7 | 2.0 | -14.3 | -1.4 | 28.0 | -2.5 | -8.6
COCC(C)NC(=O)c1cccc([N+](=O)[O-])c1 (configuration not stated) | 0.2 | -15.2 | -0.3 | -2.6 | 2.7 | 8.8 | 5.4 | 9.9 | -4.6 | -4.7 | -6.1
COc1ccccc1-c1cc(C(=O)N/N=C\c2cn(C)nc2C)c2ccccc2n1 | 12.9 | -14.3 | 17.5 | -11.8 | -1.6 | 2.0 | 3.5 | 0.8 | -0.7 | -4.5 | 25.9
Cc1csc2nc(COC(=O)c3ccc(Cl)c([N+](=O)[O-])c3)cc(=O)n12 | -11.2 | -3.8 | 33.7 | 26.4 | -14.7 | 4.4 | 59.2* | -1.3 | -8.2 | -17.9 | 4.6
Cc1ccc(NC(=O)C2(S(=O)(=O)c3ccc(Cl)cc3)CC2)cc1 | -1.0 | 7.6 | 7.2 | -0.7 | 1.2 | -19.6 | 4.6 | 0.5 | -11.3 | -2.9 | 6.5
CN1C(=O)C(O)(CC(=O)c2ccc(F)cc2)c2cc(Br)ccc21 (configuration not stated) | -3.2 | -14.3 | 7.2 | 18.9 | -1.2 | 15.8 | 8.2 | -0.3 | 12.1 | 26.7 | 9.5
COc1ccc(S(=O)(=O)N2CCCC(C(=O)NCC3CCCO3)C2)cc1OC (configuration not stated) | 9.5 | -16.7 | 15.2 | -9.4 | 11.4 | 14.9 | 8.6 | -2.0 | 0.3 | -4.9 | 4.5
Cc1ccccc1CSCCNC(=S)Nc1ccccc1 | -8.5 | 19.2 | -6.0 | 7.0 | -0.9 | -5.8 | -8.4 | -1.4 | -8.0 | -1.6 | -13.5
CCN(CC)CCCNc1nnc(C)c(=O)[nH]1 | 5.0 | -8.7 | -1.5 | -3.8 | 8.8 | -7.2 | 4.8 | 1.2 | 0.3 | -1.6 | -4.2
CNC(=O)C(=O)Nc1cc2c3c(c1)CCC(=O)N3CCC2 | -1.8 | 0.7 | 11.1 | 10.6 | 0.4 | 6.3 | -9.4 | 1.0 | 5.3 | -3.2 | 8.7
CCN1CCN(S(=O)(=O)c2ccc(Cl)c(C(=O)NC(C)c3ccccc3Cl)c2)CC1 (configuration not stated) | -7.8 | -16.5 | -0.7 | -2.5 | -1.9 | 4.8 | 6.3 | 1.3 | 5.3 | -12.0 | 3.5
COc1ccc(C(CNC(=O)C2CCN(S(=O)(=O)c3ccc(F)cc3)CC2)N(C)C)cc1 (configuration not stated) | 2.5 | 15.8 | 2.2 | -2.3 | 9.7 | -10.8 | 10.1 | 2.0 | -10.9 | -4.6 | 8.7
N#Cc1ccc(-c2nc3ccc(Br)cn3c2Cc2ccccc2C(F)(F)F)cc1 | -17.9 | -14.7 | x | 13.5 | x | 5.2 | -2.5 | x | x | -10.8 | -69.9
CN(C)CCNC(=O)c1cc2c(s1)-c1ccc(Cl)cc1SC2 | -44.9 | -16.3 | 99.8* | 46.6 | -7.6 | 16.7 | 110.3* | x | -19.6 | -4.6 | -49.5

Part of the list above, with each value named.
> COc1ccccc1-c1cc(C(=O)N/N=C\c2cn(C)nc2C)c2ccccc2n1
  KKLEB cytotox: 12.9 | NR2E3 ag-1: -14.3 | MITF TRPM1 inh: 17.5 | CF NFkB block: -11.8 | PDI turbidity: -1.6 | Shn3 inh set2: 2.0 | Peg3 prom inh: 3.5 | NR2E3 ag-2: 0.8 | Vif imaging: -0.7 | CaV13 FRET inh: -4.5 | HIF-2a inh: 25.9
> COc1ccc(Cl)cc1C(=O)Nc1nc(C)cc(C)n1
  KKLEB cytotox: 3.0 | NR2E3 ag-1: -5.3 | MITF TRPM1 inh: -2.8 | CF NFkB block: 4.7 | PDI turbidity: -2.4 | Shn3 inh set2: 13.8 | Peg3 prom inh: 7.4 | NR2E3 ag-2: -1.1 | Vif imaging: 6.5 | CaV13 FRET inh: -3.8 | HIF-2a inh: 14.4
